Assay outcomes from PubChem.
NCOA1 inh – inhibitors of human steroid receptor coactivator 1 (SRC1). Q15788. HEK293 GAL4-SRC1 luciferase reporter, luminescence. inhibition, % at 3.6 µM. hit rate 0.12% among 360,000. AID 588354;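 active = inhibition above the campaign mean plus 3 SD, with each screening campaign given its own cutoff, cut at about 60% in these data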;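 note: 0% = DMSO treated cells and 100% = gossypol at 36 µM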
LMP1 NFkB inh – Epstein-Barr LMP1 NF-kappaB reporter inhibition; AID 504558; LMP1-induced NF-kappaB luciferase reporter cells, luminescence; inhibition, % at 12.5 µM; hit rate 0.69% among 350,000; in the data active = inhibition above about 41%;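 note: 0% = neutral control wells and 100% = reference inhibitor control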
ABHD5-PLIN5 inh – blocks binding of human ABHD5 to perilipin-5; Q00G26+Q8WTS1; Split G. princeps luciferase complementation, luminescence, 4 h; inhibition, % at 4 µM; hit rate 0.78% among 360,000;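 active = inhibition above the mean inhibition across every tested compound plus 3 SD, cut at about 22% in these data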;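 note: 0% = DMSO only wells and the 100% control is not disclosed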
Target sequence (Q00G26 whole entry, looked up): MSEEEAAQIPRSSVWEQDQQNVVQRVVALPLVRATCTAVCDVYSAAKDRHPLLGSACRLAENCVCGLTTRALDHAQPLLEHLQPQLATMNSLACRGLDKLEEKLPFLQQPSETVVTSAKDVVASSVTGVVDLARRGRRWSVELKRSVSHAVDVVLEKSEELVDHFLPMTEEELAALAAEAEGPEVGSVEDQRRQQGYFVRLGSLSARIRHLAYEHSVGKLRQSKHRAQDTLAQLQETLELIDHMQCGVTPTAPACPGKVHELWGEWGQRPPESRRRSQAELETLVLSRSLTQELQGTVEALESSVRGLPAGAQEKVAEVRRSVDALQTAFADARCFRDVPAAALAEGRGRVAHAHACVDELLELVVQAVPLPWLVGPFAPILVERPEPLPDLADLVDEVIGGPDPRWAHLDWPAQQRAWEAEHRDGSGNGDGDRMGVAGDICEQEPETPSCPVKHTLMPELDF
Target sequence (Q8WTS1 whole entry, looked up): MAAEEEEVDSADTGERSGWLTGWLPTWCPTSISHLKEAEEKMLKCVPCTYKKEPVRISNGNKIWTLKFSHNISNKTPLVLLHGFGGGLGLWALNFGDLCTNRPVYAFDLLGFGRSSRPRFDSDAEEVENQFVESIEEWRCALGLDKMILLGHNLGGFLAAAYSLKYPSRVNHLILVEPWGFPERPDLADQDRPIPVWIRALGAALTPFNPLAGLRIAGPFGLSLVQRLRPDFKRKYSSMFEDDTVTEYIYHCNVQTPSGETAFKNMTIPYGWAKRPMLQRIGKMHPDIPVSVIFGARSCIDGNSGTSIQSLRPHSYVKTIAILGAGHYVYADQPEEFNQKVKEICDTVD
NCOA2 inhibitor – inhibits human steroid receptor coactivator 2. HEK293 GAL4-SRC2 luciferase reporter, luminescence. Q15596. AID 651957. hit rate 0.17% among 370,000. inhibition, % at 9 µM;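 active = inhibition above the mean inhibition of all tested compounds plus 3 SD, set per campaign, cut at about 52% in these data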;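 note: 0% = DMSO treated cells and 100% = cells given Gossypol at 36 µM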
TLR9-MyD88 inh – inhibitors of human TLR9-MyD88 binding; CHO BLA complementation TLR9-MyD88, CCF4 FRET ratio; hit rate 0.21% among 340,000; inhibition, % at 4.98 µM; Q9NR96+Q99836;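 active = inhibition above the mean over all tested compounds plus 3 SD, cut at about 21% in these data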;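 note: 0% = DMSO only wells and 100% = clavulanate BLA inhibitor control wells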
NOD2 RIPK2 PPI – NOD2-RIPK2 protein interaction inhibition. hit rate 0.38% among 360,000. inhibition, % at 4.98 µM. CHO BLA complementation NOD2-RIPK2, CCF4 ratio. O43353. AID 624267; in the data active = inhibition above about 21%;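 note: 0% = vehicle only and 100% = reference blocker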
SRC3 inh – human NCOA3 inhibition. Q9Y6Q9. HEK293 GAL4-SRC3 luciferase reporter, luminescence. inhibition, % at 3.6 µM. hit rate 0.17% among 360,000. AID 588352;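 active = inhibition above a per-campaign cutoff, the mean of all compounds plus 3 SD, cut at about 60% in these data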;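 note: 0% = DMSO-treated cells and 100% = gossypol-treated cells at 36 µM; higher means less SRC3-driven luciferase light from the GAL4 reporter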
MC4R ag barr – human MC4R agonism via beta-arrestin. AID 540308. U2OS MC4R beta-arrestin complementation, luminescence; percent of melanotan II response, DMSO zero. hit rate 0.98% among 360,000. P32245. activation, % at 8.9 µM;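 active = activation above a per-plate cutoff, the mean activation of sample wells on that plate plus 3 SD, cut at about 8% in these data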
COUP-TFII inh – blocks human COUP-TFII nuclear receptor. HEK293T NGFI-A luciferase reporter, luminescence. inhibition, % at 8.6 µM. hit rate 0.7% among 370,000;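 active = inhibition above a per-plate cutoff, mean inhibition of test wells between control levels plus 3 SD, cut at about 38% in these data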;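 note: cells cotransfected with COUP-TFII expression vector driving the NGFI-A reporter; 0% = median of COUP-TF2 test wells and 100% = reporter-only cells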
NR5A2 inv ag – suppresses constitutive activity of human LRH-1. O00482. HEK293T StAR-luciferase reporter, LRH-1 transfected, 24 h. inhibition, % at 3.6 µM. hit rate 0.13% among 360,000. AID 602396;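 active = inhibition above the mean inhibition of all tested compounds plus 3 SD, cut at about 73% in these data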;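 note: 0% = DMSO wells and 100% = reporter-only cells lacking LRH-1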
MC4R antagonist – blocks human MC4R cAMP signaling; AID 540295; hit rate 0.48% among 360,000; inhibition, % at 6.5 µM; MC4R-expressing cells, MTII-stimulated cAMP, LANCE TR-FRET;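 active = inhibition above its plate's cutoff, the mean of tested wells on that plate plus 3 SD, cut at about 29% in these data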;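 note: 0% = Melanotan II alone and 100% = Melanotan II plus saturating MCL0020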
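system = U2OS cells with stable human MC4R expression | also added = Melanotan II challenge after compound preincubation | dosing = one concentration, 6.5 µM nominal | incubation = compound 30 min, challenge 1 h, detection 1 h | measured by = TR-FRET with Eu-cAMP and labeled anti-cAMP, 671 nm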
* = called active by the depositor; / = not tested or not shown. These rows are one share of the data. The share of hits here may be higher or lower than overall.

NCOA1 inh	LMP1 NFkB inh	ABHD5-PLIN5 inh	NCOA2 inhibitor	TLR9-MyD88 inh	NOD2 RIPK2 PPI	SRC3 inh	MC4R ag barr	COUP-TFII inh	NR5A2 inv ag	MC4R antagonist	smiles
-6	6	8	-46	2	-3	-6	-3.0	-13	-3	8	CCOC(=O)c1ccc(NC(=O)COc2ccc(CNC3CCCCC3)cc2OC)cc1
1	2	-4	-2	-14	-10	-19	-0.4	2	-4	22	O=C(CCC1CCN(Cc2ccccc2Cl)CC1)NC1CC1
-10	0	3	1	-2	-10	-10	-0.7	-5	-2	1	O=C(NCCO)c1ccc(-c2nnc(N3CCOCC3)c3ccccc23)cc1
5	-4	6	-26	0	8	10	3.5	-3	9	0	O=C(c1ccccc1OC(F)F)N1CCN(S(=O)(=O)c2ccc3c(c2)OCCCO3)CC1
14	1	-2	1	-12	-10	3	-0.5	1	12	8	Nc1nnc(CC2=CCCCC2)s1
-12	-2	1	14	-10	-9	13	0.3	-6	11	-2	Cc1ccccc1C(=O)NNC(=O)C(=O)N1CCCCC1
9	-4	0	-1	3	-1	-13	-1.7	2	-4	5	CC1CCN(C(=O)CSc2nnc(CSc3ncccn3)n2C)CC1
-18	4	4	-10	-10	5	-1	0.1	7	4	9	Cc1ccc(C)c(CN2CCCN(C(=O)Cn3ncc4c3-c3ccccc3OC4)C2)c1
9	-1	8	3	0	4	10	-0.7	29	0	0	OC1CCCN(Cc2cn(Cc3ccccc3)nc2-c2cc3ccccc3o2)C1 (stereo not given)
6	5	1	4	4	1	10	-2.2	6	-28	6	Cc1nn(-c2ccccc2)c(N2CCCC2)c1/C=N/NC(=O)c1cc2ccccc2cc1O
13	1	-8	2	4	4	-72	-0.9	-2	-7	8	COc1ccc(Cc2nnc(NC(=O)c3ccc(F)cc3)s2)cc1OC
0	-10	3	0	-1	1	8	4.8	8	-13	-8	O=C(NNC(=O)c1ccc(NC(=O)c2ccccc2)cc1)Nc1ccccc1
12	-1	9	-3	-5	10	2	0.6	20	-17	2	CN(C)c1ccc(N=C/C=C2/N(C)c3ccccc3C2(C)C)cc1
-2	-2	-8	-5	9	-3	11	-1.3	4	6	-6	Cc1ccccc1Cn1nc(C)c(NC(=O)C2c3ccccc3Oc3ccccc32)c1C
-31	9	2	-44	1	2	-18	0.1	-18	5	9	Cc1ccccc1Oc1ccc2c(c1)[C@@H]1C[C@H](N(C)C(=O)c3ccco3)[C@H]([C@H](C)O)C(=O)N1CC2
0	11	-3	-7	1	-2	-1	-1.1	6	7	5	CCCC[C@@H]1C[C@H]1[C@@H](NC(=O)c1ccco1)c1ccc(Cl)cc1
-2	-3	10	-8	3	-4	10	-1.1	-9	1	1	CCOC(=O)Cn1cnc2c(nnn2-c2ccc(OC)cc2)c1=O
-19	3	2	-8	-1	-3	-2	0.6	18	6	2	COCCn1c(C)cc(C(=O)COC(=O)CCc2ccc(S(=O)(=O)N3CCOCC3)cc2)c1C
9	-8	3	17	-19	-2	8	0.8	6	2	-2	c1ccc(Nc2nc(N3CCCCC3)nc(N3CCNCC3)n2)cc1
-4	17	4	-36	-14	-7	0	-1.7	4	5	-3	CC(=O)N1CCN(CC(=O)Nc2ccccc2C(=O)NCc2ccc(C)cc2)CC1
1	10	0	1	-2	-7	5	-2.8	-5	25	3	CCCc1cc(NCCCCO)n2c(nc3ccccc32)c1C#N
-20	-3	1	-10	-5	-2	17	-1.4	8	-7	3	CCOC(=O)N1CCN(CC(=O)Nc2ccccc2C(=O)Nc2ccccc2)CC1
-12	-14	-7	-33	3	-7	-19	-1.4	-23	1	3	CCOc1cccc(-c2nc3c(s2)CCc2onc(-c4cccc([N+](=O)[O-])c4)c2-3)c1
10	3	1	-24	2	1	6	-0.1	4	3	-2	COc1ccc2c(c1)[nH]c1c(=O)n(CCN(C)C)cnc12
-10	-2	2	-14	-2	-9	12	-1.7	2	7	1	COc1cccc(=O)c2c(C)oc(C)c12
11	0	3	-9	-1	-3	8	0.4	10	10	4	COc1ccccc1C(=O)NCCC(=O)Nc1ccc(OC(F)(F)F)cc1
3	0	1	/	-5	-2	-8	0.8	/	-6	2	Cc1ccc(CNC(=O)c2cccc(S(C)(=O)=O)c2)cc1
5	-1	9	0	2	7	-32	0.4	-14	11	-5	CCOc1ccc(/C=C2\SC(=S)N(Nc3ccccc3)C2=O)cc1OC
4	2	4	-9	-7	9	6	-0.7	-8	-2	-1	Cc1cccc(NC(=O)CN2C(=O)S/C(=C\c3cc(C)n(C)c3C)C2=O)c1
18	15	-11	20	-2	-6	1	-1.2	10	4	-4	CCN(CC)S(=O)(=O)c1ccc2[nH]cc(C(=O)NCCc3ccccc3)c(=O)c2c1
-15	-10	-2	-51	-2	5	-9	-0.9	-7	8	4	Cc1cccnc1NC(=O)CNC(=O)c1sc2ccccc2c1Cl
-2	1	-2	-1	-6	-6	19	-0.1	0	12	6	CCCCC(=O)Nc1cc(N(C)C)nc2ccccc12
2	1	-1	-15	-11	-8	19	5.0	0	-5	16	Cc1noc(NS(=O)(=O)c2ccc(NC(=O)/C=C/c3ccc(C(C)C)cc3)cc2)c1C
7	2	-12	-6	-2	-5	15	1.6	-6	1	11	CCCc1cc(=O)c2ccc(OCC(C)=O)cc2o1
-3	4	-2	-6	-2	-11	2	-1.0	-8	3	-2	O=C(CC(=O)NN=C1CCCC1)NCCc1ccccc1
4	7	-10	-5	-2	4	8	0.1	2	22	5	Cc1ccc(N(C)S(=O)(=O)c2ccc3c(c2)NC(=O)C(C)S3)cc1 (stereo not given)
1	-6	-4	-4	0	-14	4	-1.0	-4	10	-2	COc1ccc2[nH]c(C)c(C(=O)CN3CCc4cc(OC)c(OC)cc4C3)c2c1
12	-1	-14	11	-8	-9	-2	3.8	16	4	6	O=C(CNC(c1ccccc1)c1ccccc1)Nc1ccccc1-c1ccccc1
-5	12	-2	-12	-4	-6	3	-2.9	-5	3	15	CCC(=O)Nc1ccc(-c2nc3ccccc3c(=O)o2)cc1
-8	-6	-3	-24	-5	1	-12	-1.4	-8	4	4	CCOP(=O)(O)c1cccc(OCCOCCOc2cccc(P(=O)(O)OCC)c2)c1
-10	-1	-2	-10	4	-11	-5	0.0	14	6	6	COc1ccc2[nH]c3c(c2c1)CCN1C(=O)C(CC(=O)NCc2ccco2)C[C@H](C(=O)N(C(C)C)C(C)C)[C@@]31C (stereo not given in full)
-15	1	-6	-20	8	-6	2	0.8	3	9	17	CN1C(=O)c2ccccc2Cc2c(NCc3ccccc3)ncnc21
1	-6	6	-4	7	5	8	-1.7	13	-5	5	O=C(Cn1[nH]c(=O)c2ccccc2c1=O)OCC(=O)c1ccccc1
-2	-21	-7	8	8	5	-11	-2.4	-9	4	8	C=CCNC(=S)N/N=C(\C)c1ccc(OC)cc1
4	3	8	17	-1	4	7	-0.8	-2	7	8	CCc1cccc2c(C#N)cn(CC(=O)NCc3ccco3)c12
-12	8	2	-37	0	-3	-6	-0.5	-7	-12	11	O=C(NCc1ccccn1)c1ccc(Cl)c(S(=O)(=O)Nc2ccccc2C(=O)NCc2ccccn2)c1
3	0	11	-9	-11	-12	8	-0.8	14	-1	0	COc1ccccc1OCCn1cc(/C=N/n2cnnc2)c2ccccc21
-6	-1	11	-26	-8	10	-6	-0.8	9	-15	4	O=C(c1sc2ccccc2c1Cl)N(Cc1ccco1)C1CCS(=O)(=O)C1 (stereo not given)
-25	-40	-4	-4	2	-2	-23	-1.5	-39	-13	8	CC(=O)Nc1ccc(-c2csc(NCCc3ccccc3)n2)cc1
-6	2	8	-39	3	2	10	2.2	-3	-16	-8	Cc1ccc(NC(=O)CN(C)C(=O)c2n[nH]c(=O)c3ccccc23)cc1

New compounds follow:
NCOA1 inh	LMP1 NFkB inh	ABHD5-PLIN5 inh	NCOA2 inhibitor	TLR9-MyD88 inh	NOD2 RIPK2 PPI	SRC3 inh	MC4R ag barr	COUP-TFII inh	NR5A2 inv ag	MC4R antagonist	smiles
3	-11	-7	-14	-6	11	13	-2.7	4	2	-4	CC1c2ccccc2N(NC(=O)Cc2ccccc2)C1C (stereo not given)
-3	-7	6	-25	-9	3	5	-0.7	-3	11	-9	Cc1ccc(C#N)c(SCc2cc3c(cc2Cl)OCO3)n1
7	0	2	3	1	-10	14	-1.5	7	2	3	CN(CCC#N)C(=O)COC(=O)c1ccc2c(=O)n3c(nc2c1)CCC3
-8	6	3	-6	1	-4	7	-1.6	-5	6	4	Cc1ccc(C)c(CSc2nnc(CCN)o2)c1
3	13	-9	-38	-13	8	7	-2.8	-16	-2	-1	CCN(C(=O)COC(=O)CNC(=O)c1ccc2ccccc2c1)C1CCS(=O)(=O)C1 (stereo not given)
-56	-4	2	-1	12	11	24	-1.6	6	19	2	CC(C)(C)c1ccc(S(=O)(=O)NCc2ccc(C(=O)NCc3ccccn3)cc2)cc1
